C8 TRAIL sens: caspase-8 TRAIL sensitization. inhibition (viability loss, TRAIL sensitization), % at 10 µM. NB7+C8 cells + TRAIL, ATPlite viability luminescence. 360,000 compounds, 1% hits;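 active = compounds causing at least 50% loss of cell viability in the single-dose screen, relative to plate controls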
TWEAK-Fn14 inh: inhibitors of TWEAK-Fn14 interaction signaling; inhibition, % at 10 µM; 360,000 compounds, 2% hits; TWEAK-stimulated Fn14 reporter cells, luciferase luminescence, 8 h; in the data active = inhibition above about 50%
NCOA2 inhibitor: inhibits human steroid receptor coactivator 2 | Q15596 | inhibition, % at 9 µM | 370,000 compounds, 0.17% hits | HEK293 GAL4-SRC2 luciferase reporter, luminescence;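 active = inhibition above the mean inhibition of all tested compounds plus 3 SD, set per campaign, cut at about 52% in these data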;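 also: 0% = DMSO treated cells and 100% = cells given Gossypol at 36 µM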
LRH-1 inv ag: NR5A2 inverse agonism in reporter assay. O00482. HEK293T StAR-luciferase reporter, LRH-1 transfected, 24 h. inhibition, % at 3.6 µM. 360,000 compounds, 0.13% hits. AID 602396;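 active = inhibition above the mean inhibition of all tested compounds plus 3 SD, cut at about 73% in these data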;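 also: 0% = DMSO wells and 100% = reporter-only cells lacking LRH-1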
NCOA3 inh: inhibitors of human steroid receptor coactivator 3 (SRC3); HEK293 GAL4-SRC3 luciferase reporter, luminescence; 360,000 compounds, 0.17% hits; Q9Y6Q9; inhibition, % at 3.6 µM;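 active = inhibition above a per-campaign cutoff, the mean of all compounds plus 3 SD, cut at about 60% in these data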;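 also: 0% = DMSO-treated cells and 100% = gossypol-treated cells at 36 µM; higher means less SRC3-driven luciferase light from the GAL4 reporter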
TROY signal inh: inhibitors of TROY-dependent NF-kB signaling | Q293 LMP1-TROYcd NF-kB luciferase reporter, 4 h | inhibition, % at 10 µM | 360,000 compounds, 0.98% hits | AID 1347056;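 active = compounds whose plate-normalised and pattern-corrected inhibition of the luciferase reporter signal at the single screening dose is 50% or more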
EBV LMP1 NFkB: reduces LMP1-driven NF-kappaB luciferase signal. LMP1-induced NF-kappaB luciferase reporter cells, luminescence. inhibition, % at 12.5 µM. 350,000 compounds, 0.69% hits. AID 504558; in the data active = inhibition above about 41%;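 also: 0% = neutral control wells and 100% = reference inhibitor control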
SRC1 inh: inhibits human SRC1 coactivator; AID 588354; HEK293 GAL4-SRC1 luciferase reporter, luminescence; Q15788; inhibition, % at 3.6 µM; 360,000 compounds, 0.12% hits;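 active = inhibition above the campaign mean plus 3 SD, with each screening campaign given its own cutoff, cut at about 60% in these data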;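 also: 0% = DMSO treated cells and 100% = gossypol at 36 µM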
NR2F2 inh: blocks human COUP-TFII nuclear receptor; P24468; HEK293T NGFI-A luciferase reporter, luminescence; inhibition, % at 8.6 µM; 370,000 compounds, 0.7% hits; AID 686940;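 active = inhibition above a per-plate cutoff, mean inhibition of test wells between control levels plus 3 SD, cut at about 38% in these data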;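 also: cells cotransfected with COUP-TFII expression vector driving the NGFI-A reporter; 0% = median of COUP-TF2 test wells and 100% = reporter-only cells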
KKLEB tox: reduces viability of KKLEB cystic fibrosis airway cells. KKLEB CF airway cells viability, ATPlite luminescence, overnight; active compounds read low; cells stimulated with P. aeruginosa culture filtrate. activity change (cytotoxicity), % at 5 µM. 360,000 compounds, 0.36% hits;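 active = corrected activity change at or below -50% at 5 µM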
CF NFkB inh: blocks PAF-induced NF-kB reporter in cystic fibrosis cells. KKLEB NF-kB-GFP reporter, GFP fluorescence overnight. inhibition, % at 5 µM. 360,000 compounds, 0.86% hits. AID 588850;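 active = at least 50% inhibition at 5 µM, scaled per plate between neutral and stimulator controls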;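 also: PAF is a Pseudomonas aeruginosa culture filtrate used as stimulus; plate controls were PAF-stimulated DMSO wells for no effect and unstimulated DMSO wells for full effect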
Active calls of the source: *; x = no result given.

SMILES | C8 TRAIL sens | TWEAK-Fn14 inh | NCOA2 inhibitor | LRH-1 inv ag | NCOA3 inh | TROY signal inh | EBV LMP1 NFkB | SRC1 inh | NR2F2 inh | KKLEB tox | CF NFkB inh
COc1ccc(NC(=O)N(C)C[C@H]2Oc3c(NS(=O)(=O)c4cn(C)cn4)cccc3C(=O)N([C@H](C)CO)C[C@@H]2C)cc1 | 16 | -6 | -10 | -7 | -1 | -6 | -2 | 4 | -6 | 6 | -10
CC12CCC(=O)N1C(C(=O)NNC(=O)COc1ccccc1F)CS2 (stereo not drawn) | 0 | 0 | 13 | 1 | 22 | 0 | 2 | -2 | 1 | -13 | 3
O=C(CSc1nc(N2CCCCC2)nc(N2CCCCC2)n1)c1ccccc1 | -3 | 11 | -42 | 9 | 16 | 4 | -15 | -22 | 15 | 4 | 14
O=C(CN1CCN(Cc2ccc(F)cc2Cl)C1=O)NCc1cccs1 | -19 | -30 | -10 | 1 | 26 | -2 | 1 | 8 | 5 | 2 | 4
Cc1ccc(C(=O)Nc2cc(C(C)C)c(O)c(C(C)C)c2)cc1 | 5 | 0 | 22 | -9 | -3 | -1 | 30 | 2 | 46* | 3 | 38
CC(C)[C@H](NC(=O)c1ccc(Cl)c([N+](=O)[O-])c1)C(=O)O | -8 | 10 | 30 | 10 | 12 | 6 | -3 | -3 | 13 | -12 | 3
S=c1[nH]nc(Cc2ccc(Br)cc2)n1/N=C/c1ccc(Cl)cc1 | -10 | 9 | 9 | 11 | 7 | -10 | 5 | 5 | -1 | -2 | -6
COc1ccc(C(CNC(=O)c2ccco2)N2CCCCC2)cc1 (stereo not drawn) | -3 | -17 | -20 | -28 | -5 | -18 | -9 | -29 | 8 | -1 | -12
COc1ccc(-n2c(=O)c3c4c(sc3n(CC(=O)NCC3CCCO3)c2=O)CCCC4)c(OC)c1 (stereo not drawn) | -5 | 9 | -8 | -2 | 10 | 1 | 4 | -5 | 4 | -6 | -33
CN1CCC(NC(=O)c2ccncc2)CC1 | 5 | 12 | -5 | 1 | 15 | 6 | -3 | 6 | -5 | -10 | 8
Cc1ccc2occ(C(c3nnnn3C3CCCC3)N3CCN(C(=O)c4ccco4)CC3)c(=O)c2c1 (stereo not drawn) | -40 | 8 | -21 | 26 | 18 | -12 | 3 | -22 | -8 | -8 | -14
O=C(N/N=C/c1ccc(N2CCOCC2)cc1)c1ccccc1OCCOc1ccccc1 | -5 | 31 | -1 | -9 | 4 | 15 | 4 | -6 | 18 | -13 | 11
COc1ccccc1NC(=O)C(=O)NNC(=O)COc1ccc2ccccc2c1 | -2 | 2 | 7 | -18 | 2 | 6 | -10 | -8 | 4 | 4 | -6
Cc1ccc(S(=O)(=O)CNC(=S)c2ccc3ccccc3c2)cc1 | -7 | 12 | 14 | -8 | -7 | 9 | -4 | -28 | -3 | -18 | -16
CC(C)Cc1nnc(NC(=O)C2CSC3(C)CCC(=O)N23)s1 (stereo not drawn) | -6 | 16 | 0 | -14 | 7 | -17 | -9 | -7 | -20 | -3 | 0
Cc1nc2ccc(S(=O)(=O)NCC(=O)NCc3ccc4c(c3)OCO4)cc2s1 | -14 | 11 | -6 | 0 | -1 | 3 | 4 | 1 | 2 | -3 | 11
C/C(Cl)=C/Cn1c(SCCN2CCOCC2)nc2c1c(=O)[nH]c(=O)n2C | -15 | 15 | 25 | 11 | 2 | 0 | -12 | -10 | 9 | -7 | 2
COc1ccc(C2Oc3ccccc3N2C(C)=O)cc1 (stereo not drawn) | -6 | -5 | -27 | -4 | -11 | -26 | 10 | 9 | 3 | 4 | -10
COc1ccc(NC(=S)N2CCN(S(=O)(=O)c3ccccc3)CC2)cc1OC | -12 | -11 | -30 | -6 | 10 | -18 | 5 | 11 | 9 | 0 | -10
O=c1[nH]c(N/N=C\c2ccc3c(c2)OCO3)nc2ccccc12 | 52* | 10 | -67 | -126 | -72 | -12 | -11 | -102 | -77 | -12 | 14
Cc1cc(C(=O)OCC(=O)Nc2cccnc2Cl)c2ccccc2n1 | 0 | -10 | -4 | 17 | 4 | 13 | 13 | 0 | -9 | 2 | 0
Cc1onc(C(=O)NCCc2ccccc2)c1[N+](=O)[O-] | 2 | -6 | -35 | -8 | 0 | -19 | 4 | 1 | -16 | -9 | 8
O=C(CCN1C(=O)S/C(=C\c2ccccc2)C1=O)NC1CCS(=O)(=O)C1 (stereo not drawn) | 0 | -3 | 1 | -21 | -30 | -12 | -6 | -7 | 12 | 0 | 26
Cc1c(N)cc2c(c1N)C(C)(C)CC2(C)C | -1 | 22 | -21 | -1 | 4 | -3 | -5 | 2 | 11 | -8 | -2
CCOc1ccccc1Nc1nnc(SCC(=O)NCC2CCCO2)s1 (stereo not drawn) | 1 | 16 | -6 | -5 | 8 | 3 | -6 | -2 | -13 | 0 | -7
O=C(NCc1ccco1)C(c1ccccc1F)N(Cc1cccnc1)C(=O)Cn1nnc2ccccc21 (stereo not drawn) | -11 | -5 | -3 | 8 | 26 | -8 | 2 | -2 | -2 | 2 | 13
O=C(Cn1c(=O)oc2cc(S(=O)(=O)N3CCCC3)ccc21)Nc1ccccc1Br | -12 | 5 | x | 14 | 9 | 5 | 10 | -3 | x | -2 | 23
Nc1nonc1C(=O)NCCNCc1c(OCc2ccccc2F)ccc2ccccc12 | 21 | -28 | 2 | 0 | 17 | 7 | 11 | 9 | 17 | -12 | 11
O=S(=O)(NC1c2cccc3cccc(c23)C1Sc1ncccn1)c1ccccc1 (stereo not drawn) | -1 | 108* | 8 | 17 | -17 | 91* | 61* | 1 | 16 | -2 | 0
CN(C(=O)COC(=O)/C=C/c1ccc(C(F)(F)F)cc1)c1c(N)n(Cc2ccccc2)c(=O)[nH]c1=O | 2 | -7 | -7 | -14 | 1 | 6 | -3 | -15 | 18 | 0 | -16
COc1ccc(NC(=O)CSc2nnc(-c3ccccc3Cl)n2Cc2ccco2)c(OC)c1 | -9 | -8 | 0 | 11 | 8 | 1 | 0 | 6 | -28 | -9 | 11
O=C(CSc1nnnn1-c1ccc2c(c1)OCCO2)N1CCc2ccccc21 | -3 | 6 | -11 | -16 | 4 | -23 | -6 | -3 | 5 | 6 | -15
CC1(C(=O)NCc2ccc(C(F)(F)F)cc2)CCN1Cc1c(F)cccc1F (stereo not drawn) | -18 | -11 | 4 | -21 | 1 | 25 | x | -6 | 6 | -4 | 21
CC(Oc1ccc(Cl)cc1)C(=O)/C=C/N(C)C (stereo not drawn) | -2 | 1 | -16 | 4 | -8 | -1 | -7 | 11 | 6 | 9 | 10
COc1ccccc1OCC(=O)NC1CCCCCCC1 | -2 | 9 | -13 | -28 | 7 | -7 | -9 | -8 | -8 | -6 | 8
CCc1ccc(NC(=O)CS(=O)CC(=O)NCC2OCCc3ccccc32)cc1 (stereo not drawn) | 0 | 5 | -38 | -3 | -2 | -17 | -1 | -8 | 6 | -2 | -7
CO/N=C/c1ccc(Oc2ccc(C)cc2)nc1 | 15 | -20 | -15 | 1 | -7 | -3 | -5 | -29 | -21 | -4 | 2
CC(=O)c1cccc(Nc2cc(C)nc3c(C)cccc23)c1 | 4 | -16 | -18 | -6 | 10 | -34 | -8 | 17 | -9 | -10 | -28
COc1ccc(NC(=O)NC2(C(=O)N3CCCCCC3)CCCCC2)cc1 | -3 | -17 | 5 | 8 | 13 | -3 | 1 | 0 | -3 | 0 | 11
O=C(CN1C(=O)NC2(CCOc3ccccc32)C1=O)NCc1ccc(F)cc1 (stereo not drawn) | -5 | -3 | 17 | 2 | 5 | -13 | 3 | -2 | -18 | 21 | -6
C[C@@H]1CN([C@H](C)CO)C(=O)CCCn2nncc2CO[C@H]1CN(C)S(=O)(=O)c1ccccc1F | 7 | 5 | -16 | 16 | 18 | -4 | -1 | -5 | 0 | -9 | 24
COc1cccc(CC(=O)NCC2(N3CCCCC3)CCCCC2)c1 | -3 | 12 | 5 | 4 | -4 | 5 | -6 | 4 | 5 | -2 | 2
CCOC(=O)c1c(C=O)c(C)n(Cc2ccccc2)c1C | 14 | 10 | 5 | -12 | -25 | 13 | 8 | 2 | -6 | -9 | 12
COc1ccc(-c2cn[nH]c2-c2ccc(O)cc2O)cc1OC | 25 | 26 | 4 | 12 | 0 | 11 | 4 | -4 | 16 | -8 | 7
OCc1ccccc1-c1nc(NCC2CC2)nc2ccsc12 | -9 | -10 | -19 | 4 | -3 | 0 | x | 13 | 11 | 0 | 0
O=C(Nc1cccc(Cl)c1Cl)C1CCCC1 | -5 | 6 | -25 | 5 | 3 | -72 | 6 | -13 | 13 | 5 | -9
O=c1[nH]c(/C=C\c2cccc(Cl)c2)nc(O)c1[N+](=O)[O-] | -3 | 3 | 15 | -11 | -20 | -6 | -11 | -41 | -30 | -5 | -1
CCCCOc1ccc(C(=O)NCC(=O)NCCOc2ccccc2OC)cc1 | 8 | 11 | -22 | -8 | 15 | -5 | 0 | -10 | -1 | -13 | 2
O=C(CCC1COc2ccccc2O1)Nc1ccc(Cl)cn1 (stereo not drawn) | -8 | 3 | 6 | -7 | -12 | -8 | -12 | -14 | -22 | -14 | 60*
CC(=O)Nc1cccc(Oc2nc(-c3ccccn3)nc3ccccc23)c1 | -3 | -13 | -41 | -83 | -50 | -30 | -10 | -68 | -42 | -3 | 17
COc1ccc(C)cc1-n1nnnc1SCC(=O)Nc1cc(C)on1 | -8 | 0 | x | 1 | 7 | 8 | 4 | -21 | x | 7 | -12
CC1CCc2sc(C(=O)N/N=C/c3ccc([N+](=O)[O-])cc3)cc2C1 (stereo not drawn) | 4 | 5 | 13 | 18 | 17 | -2 | -5 | -1 | -8 | -1 | 2
N#Cc1cc(Sc2ccccn2)c(Sc2ccccn2)cc1C#N | -4 | -7 | -24 | 0 | 17 | 4 | -6 | 15 | -6 | -5 | -8
COc1cc(NC(C(=O)Nc2cccc(C(C)=O)c2)c2ccccc2)cc(OC)c1OC (stereo not drawn) | -7 | 23 | -64 | -50 | -3 | -59 | -3 | -12 | -33 | 2 | -74
CCC(=O)N1c2ccccc2NC2=C(C(=O)CCC2)C1c1ccco1 (stereo not drawn) | 11 | 2 | 10 | 0 | 11 | -10 | 1 | 3 | 12 | 6 | -8
C1CCc2c(nc3nnnn3c2NCC2CC2)C1 | 1 | -7 | -20 | 9 | -12 | 5 | -5 | 12 | 9 | -1 | 15
Cc1onc(-c2c(Cl)cccc2Cl)c1C(=O)NCc1cccs1 | -3 | -11 | 2 | -13 | -1 | 7 | -1 | 8 | 8 | 10 | -16

3 compounds from above, ordered by the value under EBV LMP1 NFkB, lowest first:
compound | EBV LMP1 NFkB
COc1cccc(CC(=O)NCC2(N3CCCCC3)CCCCC2)c1 | -6
C[C@@H]1CN([C@H](C)CO)C(=O)CCCn2nncc2CO[C@H]1CN(C)S(=O)(=O)c1ccccc1F | -1
COc1ccc(C)cc1-n1nnnc1SCC(=O)Nc1cc(C)on1 | 4

Compound activity: PubChem, several laboratories
